Screening results as filed in PubChem BioAssay.
IDH1 R132H inh: qHTS for Inhibitors of mutant isocitrate dehydrogenase 1 (IDH1): qHTS | Isocitrate dehydrogenase [NADP] cytoplasmic (Homo sapiens), O75874 | IDH1-R132H enzyme, NADPH consumption, diaphorase/resazurin fluorescence | Potency, µM (highest dose often 76.6 µM), for inactives: at the highest dose activity change, negative = inhibition, usual class: inhibitors | actives 0.093% (n = 390,000) | AID 602179, 2012; note: % is set by controls: 0 for no effect and ±100 for the full control effect; nearly all actives have a fitted effect of over 65% in size
Target sequence (O75874 whole entry R132H, stated change not applied): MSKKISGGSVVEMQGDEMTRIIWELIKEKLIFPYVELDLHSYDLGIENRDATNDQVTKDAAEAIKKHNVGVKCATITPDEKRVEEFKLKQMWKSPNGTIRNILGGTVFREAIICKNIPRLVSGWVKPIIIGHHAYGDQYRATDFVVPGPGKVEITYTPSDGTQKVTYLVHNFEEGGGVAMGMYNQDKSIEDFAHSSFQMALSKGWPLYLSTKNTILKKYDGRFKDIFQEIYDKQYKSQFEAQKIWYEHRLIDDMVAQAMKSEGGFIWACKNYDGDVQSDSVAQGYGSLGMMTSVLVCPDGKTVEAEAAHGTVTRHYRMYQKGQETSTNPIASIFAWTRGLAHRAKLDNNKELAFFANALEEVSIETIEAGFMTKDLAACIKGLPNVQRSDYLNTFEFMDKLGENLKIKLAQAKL
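IDH1-R132H (0.5 ug/mL) preincubated 30 min with compound, then NADPH (0.016 mM) and alpha-KG (2 mM) added; 80 min at RT, pH 7.5. Remaining NADPH coupled via diaphorase/resazurin to fluorescence (540/590 nm); concentration-response curves normalized to no-enzyme control.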
Vif-A3F inh: qHTS for Inhibitors of Vif-A3F Interactions: qHTS. HeLa A3F-eYFP + Vif (tagged APOBEC3F with the HIV-1 protein that degrades it), YFP fluorescence increase. Potency, µM (doses to about 46.1 µM), inactives show at the highest dose activity, negative = active. actives 0.2% (n = 390,000); note: % of control where 0% means no effect; nearly all actives have a fitted effect of over 65% in size
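HeLa cells stably expressing A3F-eYFP plus Vif, plated and incubated overnight at 37 deg C, then exposed to compounds overnight at 37 deg C. Blocked degradation read as raised yellow fluorescence (Ex 488/Em 500-530).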
USP1-UAF1 inh: Inhibitors of USP1/UAF1: Primary Screen | AID 743255, 2014 | recombinant USP1/UAF1, Ub-Rhodamine cleavage fluorescence | Potency, µM (series often up to 57.1 µM), for the others: at the highest dose activity change, negative = inhibition, usual class: inhibitors | actives 0.23% (n = 390,000); note: % is set by controls: 0 for no effect and ±100 for the full control effect; nearly all actives have a fitted effect of over 60% in size; inactives centre near -12
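High-throughput fluorogenic screen: 1nM USP1/UAF1 complex, Ub-Rho substrate 150nM final, 50mM HEPES pH 7.8 with 0.5mM EDTA, 0.1 mg/ml BSA, 1mM TCEP and 0.01% Tween-20.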
rTrxR1 inhibitor: qHTS Assay for Inhibitors of Mammalian Selenoprotein Thioredoxin Reductase 1 (TrxR1): qHTS. Thioredoxin reductase 1, cytoplasmic (Rattus norvegicus), O89049. recombinant rTrxR1, NADPH fluorescence consumption, selenite substrate. actives 1% (n = 390,000). Potency, µM (titrated, usually from 114 µM), inactives show top-dose activity change, negative = inhibition, usual class: inhibitors. AID 588453, 2011; note: % is set by controls: 0 for no effect and ±100 for the full control effect; nearly all actives have a fitted effect of over 65% in size
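Rat TrxR1 (90 nM in the dispensed reagent) was pre-reduced with 400 uM NADPH for 5 min at room temperature, then incubated with compound for 15 min. After 400 uM selenite was added, NADPH fluorescence (Ex 340/Em 450 nm) was followed for 8 min.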
12-LOX inh: Primary qHTS assay for inhibitors of human arachidonate 12S-lipoxygenase (ALOX12): Round 2. Polyunsaturated fatty acid lipoxygenase ALOX12 (Homo sapiens), P18054. actives 1.1% (n = 580,000). Potency, µM (series often up to 108 µM), without a hit: at the top dose activity change, negative = inhibition, hits mostly inhibitors. purified 12hLO, xylenol orange hydroperoxide absorbance. AID 1671190, 2021; note: % is set by controls: 0 for no effect and ±100 for the full control effect
Target sequence (P18054 whole entry, looked up): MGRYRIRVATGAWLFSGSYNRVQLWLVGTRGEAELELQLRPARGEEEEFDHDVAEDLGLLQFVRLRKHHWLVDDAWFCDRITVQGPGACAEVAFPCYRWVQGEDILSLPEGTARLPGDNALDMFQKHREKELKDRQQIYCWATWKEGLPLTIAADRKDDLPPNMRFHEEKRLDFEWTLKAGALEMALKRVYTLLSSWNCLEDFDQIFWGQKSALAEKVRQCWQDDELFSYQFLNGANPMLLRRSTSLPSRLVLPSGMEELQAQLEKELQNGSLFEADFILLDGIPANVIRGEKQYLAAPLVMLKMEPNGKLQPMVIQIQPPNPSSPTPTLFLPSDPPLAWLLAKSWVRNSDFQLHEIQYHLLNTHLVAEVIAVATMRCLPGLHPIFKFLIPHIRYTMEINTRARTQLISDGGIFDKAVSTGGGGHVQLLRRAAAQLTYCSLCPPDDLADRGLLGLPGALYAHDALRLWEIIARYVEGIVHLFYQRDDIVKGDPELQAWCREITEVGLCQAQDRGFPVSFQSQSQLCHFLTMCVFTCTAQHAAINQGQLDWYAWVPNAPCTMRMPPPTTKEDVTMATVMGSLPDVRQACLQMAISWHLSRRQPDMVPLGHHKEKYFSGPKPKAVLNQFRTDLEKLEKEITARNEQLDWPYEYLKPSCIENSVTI
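Purified human 12hLO at 150 nM in 25 mM Hepes, 0.01% Triton X-100, pH 7.0, preincubated 15 min at room temperature with compound. Reaction started with 40 uM arachidonic acid, 30 min at room temperature. Hydroperoxide measured by Fe-xylenol orange, 573/405 nm absorbance ratio.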
RGS4 inh: Inhibitors of Regulator of G Protein Signaling (RGS) 4: qHTS; Regulator of G-protein signaling 4 (Homo sapiens), P49798; AID 504845, 2011; actives 0.039% (n = 390,000); Transcreener GDP fluorescence polarization, RGS4-accelerated GTP hydrolysis; Potency, µM (top dose mostly 114 µM), for the others: at the top dose activity change, negative = inhibition, actives largely listed as inhibitors; note: % is set by controls: 0 for no effect and ±100 for the full control effect; nearly all actives have a fitted effect of over 75% in size; some results filed as inactive show a strong effect at the top dose
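MLSMR compounds (23 nl, pin-transferred) preincubated 10 min at room temperature with a 500nM (2x) first reagent, then RGS4 at 900nM (2x) plus Transcreener GDP mix added; fluorescence polarization (620/688 nm) read before and after 90 min at 30 °C.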
TrxR1 substrate: qHTS Assay for Substrates of Mammalian Selenoprotein Thioredoxin Reductase 1 (TrxR1): qHTS. Thioredoxin reductase 1, cytoplasmic (Rattus norvegicus), O89049. purified TrxR1 substrate turnover, NADPH consumption readout. Potency, µM (titrated, usually from 114 µM), without a hit: at the highest dose activity change, negative = substrate turnover. actives 0.01% (n = 390,000); note: % is set by controls: 0 for no effect and ±100 for the full control effect; nearly all actives have a fitted effect of over 50% in size
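Rat TrxR1, dispensed at 90 nM, was prereduced with 400 uM NADPH (final) for 5 min at ~22 deg C, then incubated with compound 15 min before 400 uM selenite. A first-read NADPH fluorescence drop versus no-compound background flagged substrates.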
Vif-APOBEC3G blk: qHTS for Inhibitors of Vif-A3G Interactions: qHTS; DNA dC->dU-editing enzyme APOBEC-3G (Homo sapiens), Q9HC16; HeLa A3G-eYFP + Vif (tagged APOBEC3G with the HIV-1 protein that degrades it), YFP fluorescence, overnight; Potency, µM (top dose mostly 46.1 µM), without a hit: at the highest dose activity, negative = active, most hits filed as inhibitors; actives 0.076% (n = 410,000); AID 602310, 2012;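 note: % is set by controls: 0 for no effect and ±100 for the full control effect; nearly all actives have a fitted effect of over 60% in size; hits raise eYFP signal because A3G escapes Vif-driven loss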
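Read-out is eYFP fluorescence (Ex 488/Em 500-530) from Vif-expressing HeLa A3G-eYFP cells; more signal means A3G escaped Vif-mediated degradation. Cells plated overnight, compound pinned in, incubated overnight at 37 deg C.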
RXFP1 ag: qHTS Assay for Agonists of the Relaxin Receptor RXFP1. Potency, µM (series often up to 57.5 µM), for inactives: at the highest dose activation, usual class: activators. actives 0.3% (n = 370,000). Relaxin receptor 1 (Homo sapiens), Q9HBX9. HEK293T-RXFP1 cAMP TR-FRET, 30 min; response scale: percent of porcine relaxin response, buffer zero; note: % is set by controls: 0 for no effect and ±100 for the full control effect; nearly all actives have a fitted effect of over 60% in size; many of its hits are not listed in these tables
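cAMP rise read by TR-FRET after 30 min, 37C compound exposure (up to 58 uM) in RXFP1-transfected HEK293 cells with Ro 20174 present. EC50 from Hill-equation fits, with 29 nM porcine relaxin as 100% and buffer as basal.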
Active calls of the source: *; u = inconclusive; x = not tested or not shown; [ ] = remark or other dose. Calls come from the whole dose curve; as a rule, active = well fitted curve in the direction sought with a large enough effect; inconclusive = small, poorly fitted or top-dose-only effect, or another doubt; inactive = no such curve, though single readings can be large; an effect the other way counts as inactive or inconclusive. Potency is the fitted concentration of half-maximal effect. These rows are one share of the data; rates above refer to the full screens.

nr	smiles	RXFP1 ag	Vif-APOBEC3G blk	rTrxR1 inhibitor	Vif-A3F inh	IDH1 R132H inh	USP1-UAF1 inh	TrxR1 substrate	RGS4 inh	12-LOX inh
1	CC(=O)N1CCN(C(=S)c2ccc(-c3ccc(Cl)cc3)o2)CC1	0.6%	-3%	-118%	-4%	11%	-25%	-10%	u	u
2	O=C(CCCCCNC(=O)N1CCn2c1nc1ccccc12)N[C@H](C(=O)O)c1ccccc1	1.2%	2%	22%	7%	4%	-5%	5%	8%	u
3	COC(=O)CC1(C(=O)OC)Oc2ccccc2C(=O)N1c1ccc(F)cc1F (stereo not given)	x	1%	0%[57.1 µM]	10%	3%	2%	-21%[57.1 µM]	-12%	2%
4	COc1ccc(S(=O)(=O)N2CCOCC2)cc1NC(=O)c1c(C)noc1C	x	1%	x	2%	-5%	-22%	x	x	-8%
5	Cc1ccc(-n2c3c(c(=O)[nH]c2=O)C(NC(=O)c2ccccc2F)(C(F)(F)F)C(=O)N3)cc1C (stereo not given)	-0.6%	3%	12%	3%	-9%	-28%	9%[11.4 µM]	-13%	-29%
6	O=C(CCc1ccccc1)NN1C(=O)C2C3C=CC(C3)C2C1=O (stereo not given)	-0.7%	11%	-6%	-1%	-2%	-4%	-11%	-19%	2%
7	Cc1ccc(NC(=O)C2(S(=O)(=O)c3ccc(Cl)cc3)CC2)cc1	0.0%	-2%	10%	10%	12%	-8%	-2%	-30%	-13%
8	Cc1ccc([N+](=O)[O-])c2c1C(N1CCCC1)C(C)(C)O2 (stereo not given)	1.7%	-8%	-27%	2%	5%	-20%	-2%	-42%	u
9	COc1ccc(C=C(C(C)=O)C(C)=O)cc1OC	-2.4%	-1%	45µM*	4%	1%	-13%	-17%	-18%[56.9 µM]	0%
10	CC(Sc1nncs1)C(=O)Nc1ccc2c(c1)OCCO2 (stereo not given)	0.1%	0%	1%[57.1 µM]	-2%	0%	-3%	-1%[57.1 µM]	14%	-3%
11	O=c1[nH]nc(Cc2ccccc2)c2ccccc12	4.8%	-7%	-10%	5%	1%	-16%	-2%	2%	0%
12	CCc1ccccc1N1CC(c2nc3ccccc3n2CCCCOc2ccccc2)CC1=O (stereo not given)	-0.1%	-2%	3%	4%	6%	-17%	-7%	-16%	0%

Part of the list above in order of number of heavy atoms, ascending.
nr	smiles	RXFP1 ag	Vif-APOBEC3G blk	rTrxR1 inhibitor	Vif-A3F inh	IDH1 R132H inh	USP1-UAF1 inh	TrxR1 substrate	RGS4 inh	12-LOX inh
8	Cc1ccc([N+](=O)[O-])c2c1C(N1CCCC1)C(C)(C)O2 (stereo not given)	1.7%	-8%	-27%	2%	5%	-20%	-2%	-42%	u
10	CC(Sc1nncs1)C(=O)Nc1ccc2c(c1)OCCO2 (stereo not given)	0.1%	0%	1%[57.1 µM]	-2%	0%	-3%	-1%[57.1 µM]	14%	-3%
6	O=C(CCc1ccccc1)NN1C(=O)C2C3C=CC(C3)C2C1=O (stereo not given)	-0.7%	11%	-6%	-1%	-2%	-4%	-11%	-19%	2%

Later entries.
nr	smiles	RXFP1 ag	Vif-APOBEC3G blk	rTrxR1 inhibitor	Vif-A3F inh	IDH1 R132H inh	USP1-UAF1 inh	TrxR1 substrate	RGS4 inh	12-LOX inh
13	CCOC(=O)c1c(NC(=O)c2cnn3c2NC(c2cccc(OC)c2)CC3C(F)(F)F)sc2c1CCCC2 (stereo not given)	-0.4%	2%	-16%	3%	1%	-12%	10%	-11%	2%
14	Cc1onc(-c2c(F)cccc2Cl)c1C(=O)Nc1cccc2nsnc12	-0.1%	-4%	40%[activator][57.1 µM]	-14%	7%	-14%	21%[57.1 µM]	20%	2%
15	CCOC(=O)c1ccccc1NS(=O)(=O)c1ccccc1	0.5%	2%	29%	-5%	23%	-13%	8%	16%	0%
16	O=C(N=C1SC2CS(=O)(=O)CC2N1c1ccc(Cl)cc1Cl)C1CCCO1 (stereo not given)	-0.3%	0%	-6%	3%	-3%	-1%	-7%	30%	0%
17	CCCCn1cnc2cc(NCc3ccncc3)ccc21	-0.5%	0%	0%	-3%	-1%	-3%	6%	-5%	20%
18	COCCn1c(SCC(=O)c2cccc(OC)c2)nnc1-c1ccco1	1.6%	0%	u	2%	19%	3%	-2%	-7%	2%
19	CS(=O)(=O)c1ccc(Cl)c(NC(=O)COC(=O)c2ncc(Cl)c(Cl)c2Cl)c1	4.5%	1%	-1%	-24%	-1%	-7%	-3%	3%	-16%
20	O=C(Nc1ccc2nc(SCC(=O)N3CCOCC3)sc2c1)c1cccc(F)c1	0.0%	-3%	17%	-7%	11%	-13%	1%	-26%	0%
21	Cc1c(NS(=O)(=O)c2ccc3c(c2)CCN3C(=O)C2CC2)c(=O)n(-c2ccccc2)n1C	0.6%	-5%	0%	-7%	0%	-13%	2%	-9%	-25%
22	COCCCN1C(=O)C(CC(=O)NC(c2ccccc2)c2ccccc2)CC(C(=O)N(C)C)=C1C (stereo not given)	x	0%	x	-2%	-4%	0%	x	x	-44%
23	COc1ccc(Nc2ncnc3scc(-c4ccc(F)cc4)c23)cc1	3.9%	4%	9%[57.1 µM]	-12%	0%	-14%	-4%[57.1 µM]	13%	-29%
24	CN(C)c1ccc(CNC(=O)C2CCCN(S(=O)(=O)c3ccc4c(ccn4C)c3)C2)cc1 (stereo not given)	2.0%	-15%	10%[57.1 µM]	-8%	11%	u	-4%[57.1 µM]	-29%	-17%

Additional structures follow.
nr	smiles	RXFP1 ag	Vif-APOBEC3G blk	rTrxR1 inhibitor	Vif-A3F inh	IDH1 R132H inh	USP1-UAF1 inh	TrxR1 substrate	RGS4 inh	12-LOX inh
25	Cc1cccc(CC(=O)N2CC(=O)Nc3ccc(F)cc3C2c2ccccc2)c1 (stereo not given)	0.5%	-1%	15%[2.29 µM]	-10%	9%	-21%	4%[2.29 µM]	15%	-2%
26	Cc1cc(-c2ccc(C)c(S(=O)(=O)Nc3cc(C)on3)c2)on1	0.7%	1%	34%	-8%	-7%	-18%	4%	-10%	-2%
27	CCN(CC)CCNC(=O)CCN1N=C(c2ccccc2)CCC1=O	0.1%	-11%	25%	3%	-7%	-7%	2%	1%	17%
28	NC(=O)Nc1ccc(C(=O)OCC(=O)Nc2ccc(Cl)cn2)cc1	0.8%	0%	28%	u	-3%	-32%	7%	-9%	12%
29	Cc1ccc(-n2nc(C)c(=O)c(-c3ccccc3)c2NC(=O)C(C)C)cc1	22%	1%	23%[11.4 µM]	5%	0%	-8%	-17%[11.4 µM]	-19%	9%
30	CCC(C)c1ccc(NC(=O)c2ccco2)cc1 (stereo not given)	0.5%	-3%	7%	-8%	-6%	-8%	-1%	-6%	-29%
31	Cc1ccc(N(CC(=O)NCc2ccc(F)cc2)S(=O)(=O)c2c(C)n[nH]c2C)cc1	-5.8%	1%	21%	-1%	7%	-18%	12%	4%	-14%
32	CC(C)Cc1nnc(NC(=O)CCC(=O)NC2CCCc3ccccc32)s1 (stereo not given)	-0.1%	0%	17%[57.1 µM]	-3%	1%	-24%	-5%[57.1 µM]	-33%	-16%
33	CCNC(=S)N(CCc1c(C)[nH]c2ccc(C)cc12)Cc1cc(OC)c(OC)c(OC)c1	1.8%	-2%	-7%	5%	1%	-6%	-4%	25%	-19%
34	CCCc1cc(=O)oc2c(C)c(OCC(=O)N3C[C@H]4C[C@@H](C3)c3cccc(=O)n3C4)ccc12	3.5%	-2%	-34%	5%	-6%	13%	-28%	-9%	23%
35	Cc1ccc(-c2n[nH]c3c2C(c2ccccc2)N(c2ccc(C(=O)O)cc2)C3=O)cc1 (stereo not given)	-0.7%	2%	4%	12%	52µM*	-1%	2%	-7%	u
36	CCOC(=O)c1cc(-c2ccc(OC)c(S(=O)(=O)Nc3ccc(OC)cc3OC)c2)on1	0.0%	6%	11%[57.1 µM]	6%	9%	-6%	-2%[57.1 µM]	3%	-25%

Entries of single compounds from above. Values in the order: RXFP1 ag	Vif-APOBEC3G blk	rTrxR1 inhibitor	Vif-A3F inh	IDH1 R132H inh	USP1-UAF1 inh	TrxR1 substrate	RGS4 inh	12-LOX inh
CC(C)Cc1nnc(NC(=O)CCC(=O)NC2CCCc3ccccc32)s1 (stereo not given) is entered as -0.1%	0%	17%[57.1 µM]	-3%	1%	-24%	-5%[57.1 µM]	-33%	-16%
CCNC(=S)N(CCc1c(C)[nH]c2ccc(C)cc12)Cc1cc(OC)c(OC)c(OC)c1 is entered as 1.8%	-2%	-7%	5%	1%	-6%	-4%	25%	-19%
Cc1cc(-c2ccc(C)c(S(=O)(=O)Nc3cc(C)on3)c2)on1 is entered as 0.7%	1%	34%	-8%	-7%	-18%	4%	-10%	-2%
